ERp5 block = inhibitors of human ERp5 | Q15084 | ERp5 insulin aggregation, absorbance 650 nm, 90 min | inhibition, % at 9.99 µM | 350,000 compounds, 0.05% hits | AID 651711;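 active = mean replicate inhibition above about 25%, with every replicate also reaching it, limit read from the data, passing the limit was not always enough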
Target sequence (Q15084 whole entry, looked up): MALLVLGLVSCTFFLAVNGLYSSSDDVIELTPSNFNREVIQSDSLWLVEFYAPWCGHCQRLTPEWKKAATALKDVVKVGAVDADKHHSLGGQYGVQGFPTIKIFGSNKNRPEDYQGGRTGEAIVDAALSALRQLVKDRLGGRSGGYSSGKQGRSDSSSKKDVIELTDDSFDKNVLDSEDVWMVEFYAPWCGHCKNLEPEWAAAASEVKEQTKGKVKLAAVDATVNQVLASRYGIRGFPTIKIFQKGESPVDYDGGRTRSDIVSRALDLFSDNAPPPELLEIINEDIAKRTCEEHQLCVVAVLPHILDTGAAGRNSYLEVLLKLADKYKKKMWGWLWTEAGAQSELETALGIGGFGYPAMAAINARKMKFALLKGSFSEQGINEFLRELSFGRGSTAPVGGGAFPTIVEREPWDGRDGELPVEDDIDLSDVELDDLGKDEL
C2C12 statin = suppressors of simvastatin-induced myotoxicity in C2C12 myotubes; 330,000 compounds, 0.78% hits; rescue of ATP level, % at 7.49 µM; ATP luminescence, 48 h; scaled: DMSO 0, geranylgeraniol control 100;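 active = mean ATP rescue above about 67%, or every replicate alone reaching that limit, limit read from the data, passing the limit was not always enough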;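 also: myotubes were challenged with 10 µM simvastatin during compound exposure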
miR-122 sensor = inhibitors of miR-122 in Huh7 cells. Huh7 miR-122 Renilla luciferase sensor, 48 h; neutral wells = 0, positive control = 100. activation (reporter increase), % at 12.5 µM. 340,000 compounds, 0.3% hits. AID 602342;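 active = mean replicate activation score at least 90 and every replicate individually at or above 90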;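 also: higher luciferase means less miR-122 activity so hits act as miR-122 inhibitors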
Cneo AK release = causes C. neoformans cell lysis; lysis activity, % at 15 µM; adenylate kinase release luminescence, 4 h; normalised: neutral wells 0, clomiphene wells 100; 360,000 compounds, 0.2% hits;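 active = mean lysis activity across replicates of at least 80%, whatever share of replicates individually reach that level; inactive = mean lysis activity below 80%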
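Assay system: C. neoformans cells. Amount: yeast cell density of 5 × 10^6 cells/mL. Technique: AK luminescence. Buffer or medium: YPD. Times: static 4 h at 37 °C with compound, 1 h detection. Dosing: single-point compound dose. Read-out: lysis from increased AK signal.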
esBAF inh = blocks esBAF chromatin remodeling in mouse ES cells; Bmi1-luciferase knock-in reporter, 24 h; 100% = twice the neutral-well signal; reporter increase, % at 12.5 µM; 350,000 compounds, 2% hits; in the data active = activation above about 40%;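 also: 0% = median of the plate's neutral control wells and 100% = double that signal; a rise in the Bmi1 reporter signal indicates esBAF inhibition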
ARNT TACC3 PPI = disruptors of human ARNT/TACC3 interaction; 390,000 compounds, 0.66% hits; Q9Y6A5; AlphaScreen His-ARNT PAS-B/GST-TACC3 binding, luminescence; TACC3 fragment carries E629A point mutation; inhibition, % at 9.99 µM; AID 623870;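 active = mean inhibition of replicates at least 50% and at least half of replicates each reaching 50%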;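 also: 0% = complete ARNT plus TACC3 wells and 100% = ARNT alone without TACC3; many hits fall short of the cut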
SIRT5 block = sirtuin-5 (human) deacylase inhibition. Q9NXA8. Purified SirT5, succinyl-peptide AMC, trypsin-coupled fluorescence. inhibition, % at 15 µM. 330,000 compounds, 1.1% hits; in the data active = inhibition above about 15%
Target sequence (Q9NXA8 whole entry, looked up): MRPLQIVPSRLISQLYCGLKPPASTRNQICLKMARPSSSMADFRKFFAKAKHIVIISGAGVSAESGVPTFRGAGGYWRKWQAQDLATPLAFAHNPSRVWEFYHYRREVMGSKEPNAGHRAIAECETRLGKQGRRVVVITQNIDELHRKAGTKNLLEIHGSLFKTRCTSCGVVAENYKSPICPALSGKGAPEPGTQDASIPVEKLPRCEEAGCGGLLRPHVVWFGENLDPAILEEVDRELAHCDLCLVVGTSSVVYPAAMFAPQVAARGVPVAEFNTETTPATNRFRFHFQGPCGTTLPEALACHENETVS
Starred values were filed as active, the others as inactive; nt = not tested or not shown; & = joins results of further samples; [ ] = dose if it differs, or a comment.

Values in the order: ERp5 block | C2C12 statin | miR-122 sensor | Cneo AK release | esBAF inh | ARNT TACC3 PPI | SIRT5 block
> O=C(C[C@@H]1CC[C@H]2[C@@H](COC[C@H](O)CN2CC2CCOCC2)O1)NCC1CC1
 : -3 | 5 | 3[16.7 µM] | 44 | 0 | 6 | 11
> C[C@H]1CN([C@@H](C)CO)C(=O)c2cccc(NC(=O)c3nc4ccccc4s3)c2O[C@@H]1CN(C)CC1CC1
 : -5 | -16 | 3[16.7 µM] | 6 | 2 | 8 | 6
> COc1ccc(S(=O)(=O)Nc2ccc3c(c2)C(=O)N([C@H](C)CO)C[C@H](C)[C@@H](CN(C)S(=O)(=O)c2ccccc2)O3)cc1
 : -10&-9 | -12 | -2 | -3 | 6 | 1 | 2
> O=C(NC1CC1)C1CCCN(C(=O)Nc2ccc(F)cc2)C1 (stereo not drawn)
 : nt | nt | 44 | 1 | nt | -10 | nt
> O=C(Nc1ccc(Cl)cc1)N[C@H]1CC[C@@H](CCn2cc(C3(O)CCCC3)nn2)O[C@H]1CO
 : -1 | -14 | 4[16.7 µM] | 0 | -1 | 11 | 3
> CC(C)c1ccc(NC(=S)Nc2cccc3ccccc23)cc1
 : 3 | -11 | 14 | 10 | -9 | 9 | -3
> Cc1cc(-c2ccccc2)nc(N/N=C/c2ccc(N(C)C)cc2)n1
 : -14 | nt | nt | nt | nt | 11 | 0
> NC(=O)c1ccsc1NC(=O)c1ccc(S(=O)(=O)N2CCCc3ccccc32)cc1
 : -2 | 19 | -9 | -1 | 10 | 4 | -1
> O=C(Nc1ccccc1C(=O)Nc1ccccc1C(=O)O)c1ccccc1
 : 1 | 8 | 2 | 0 | 2 | 74* | 0
> Cc1sc(NC(=O)CSc2nnc(-c3ccc(F)cc3)o2)c(C#N)c1C
 : nt | 0 | 9 | 2 | 5 | 8 | nt
> CC1(C)C(=O)Nc2ccccc2N1C(=O)CSc1ncccn1
 : 2 | nt | nt | nt | nt | -1 | -2
> Cc1n[nH]c(=O)nc1NC1CCCCC1
 : nt | -6 | -2 | 1 | -9 | -1 | nt
> Cc1cccc(N(CC(=O)N/N=C/c2ccc(C(=O)O)cc2)S(=O)(=O)c2ccccc2)c1C
 : -5 | -2 | -3 | 0 | -6 | nt | 1
> O=C(Cn1cnc2c(nnn2-c2cccc(Cl)c2)c1=O)N1CCOCC1
 : 2 | -2 | -11 | 4 | -1 | -1 | -7
> COc1ccc([N+](=O)[O-])cc1NS(=O)(=O)c1cccc(C(=O)OC2CCOC2=O)c1 (stereo not drawn)
 : -9 | 13 | nt | 2 | -5 | 8 | 0
> O=C(Nc1nnc(C2=COCCO2)o1)c1ccc(S(=O)(=O)N2CCCC2)cc1
 : 5 | nt | nt | nt | nt | 45 | 1
> COc1ccc(C(=O)ON=C2C=C(C)C(=O)C(C)=C2)cc1
 : nt | 23 | -8 | -1 | -22 | -1 | nt
> CC/C(=N\Nc1ccnc2cc(Cl)ccc12)c1ccc(O)cc1
 : 0 | -39 | nt | -1 | 3 | 12 | -28
> CC(=O)c1cccc(NC(=O)CCC2CCCC2)c1
 : nt | -5 | 33 | 0 | 15 | 11 | nt
> CCc1nc2ccc(C(=O)N(C)Cc3ccco3)cn2c1N(C)CCCc1ccccc1
 : 2 | -14 | 20 | 11 | -5 | nt | nt
> CCN=C(N/N=C/c1ccc([N+](=O)[O-])cc1)SC
 : nt | -2 | -1 | -2 | 0 | 0 | nt
> COc1ccc(S(=O)(=O)Nc2ccc3c(c2)C(=O)N([C@@H](C)CO)C[C@H](C)[C@H](CN(C)S(=O)(=O)c2c(C)noc2C)O3)cc1
 : 1 | 38 | -7[16.7 µM] | -5 | 3 | -4 | -5
> O=C(COC(=O)c1ccc(O)cc1)Nc1ccc(N2CCCCC2)cc1
 : nt | -7 | -3 | -1 | 4 | 3 | nt
> Cc1[nH]c2ccccc2c1/C=N/Nc1nc2ccccc2[nH]1
 : 7 | nt | 8 | -9 | nt | 45* | 0
> CC1(C(=O)NS(=O)(=O)c2cccs2)CCN1C(=O)Cc1ccc(-c2ccccc2)cc1 (stereo not drawn)
 : 7 | 4 | -2 | 2 | 0 | nt | 0
> NS(=O)(=O)c1cccc(NC(=O)COC(=O)COc2ccc3ccccc3c2)c1
 : 4 | nt | nt | nt | nt | -10 | 3
> Cc1sc2ncnc(N3CCN(c4ncccn4)CC3)c2c1C
 : nt | 0 | -5 | 3 | -3 | nt | nt
> COc1ccc(Cl)cc1NC(=O)COC(=O)CCNS(=O)(=O)c1cccs1
 : -2 | -1 | -3 | 3 | 0 | 3 | 0
> CCN=C1SC(CC(=O)Nc2sc3c(c2C#N)CCCC3)C(=O)N1CC (stereo not drawn)
 : nt | 4 | 2 | -2 | -1 | 8 | nt
> CCCCCOC(=O)CSc1nc2c(c(=O)[nH]c(=O)n2C)n1Cc1ccc(Cl)cc1
 : 6 | -5 | nt | 0 | -2 | -1 | -3
> N#Cc1nc(COc2ccccc2Cl)oc1NCc1ccc(F)cc1
 : 4 | 32 | -6 | -2 | -6 | -3 | 1
> O=C(Nc1ccc(F)cc1)N[C@H]1CC[C@@H](CC(=O)N2CCOCC2)O[C@H]1CO
 : -2 | -5 | -1[16.7 µM] | 2 | 0 | -8 | 2
> CC1CC(C)CN(S(=O)(=O)c2ccc3c(c2)CC(C)N3C(=O)C2CC2)C1 (stereo not drawn)
 : 6 | -13 | 20 | -2 | -6 | 31 | 2
> CN(CC(=O)Nc1cccc(F)c1)C(=O)Cc1ccsc1
 : 0 | -5 | 4 | 1 | 6 | nt | 0
> O=C(/C=C/c1cccc(Cl)c1)c1ccc([N+](=O)[O-])o1
 : 2 | 6 | nt | -4 | -80 | nt | nt
> CC(C)NC(=O)N(C)C[C@@H]1Oc2ccc(N(C)C)cc2CC(=O)N([C@@H](C)CO)C[C@H]1C
 : -5 | 9 | -1[16.7 µM] | 0 | 6 | 7 | 1
> O=[N+]([O-])c1cc([N+](=O)[O-])c(N2CCOCC2)cc1NCc1ccccc1
 : nt | -4 | 3 | 5 | 4 | 2 | nt
> CC(Nc1cc(N2CCN(S(=O)(=O)N(C)C)CC2)ccc1[N+](=O)[O-])c1ccccc1 (stereo not drawn)
 : -2 | nt | nt | nt | nt | 2 | -1
> OC1C2COC(O2)C2OC(c3ccccc3)OC12 (stereo not drawn)
 : 0 | 17 | 0 | -1 | 14 | nt | 2
> O=S(=O)(c1ccc(F)cc1)N1CCc2ccccc2C1
 : 2 | 1 | -6 | 0 | 0 | -4 | 2
> Oc1ccc(Nc2ncnc3scc(-c4ccccc4)c23)cc1
 : 0 | nt | -6 | 0 | nt | 1 | 0
> CCN(CC)C(=O)CSc1nc2[nH]ncc2c(=O)[nH]1
 : 0 | 0 | -2 | nt | -8 | 1 | 2
> CCn1nc(NS(=O)(=O)c2ccc(F)cc2)c2cc3cccc(C)c3nc21
 : 4 | 4 | 3 | 7 | -1 | 1 | 0
> CO[C@@H]1CN(C)C(=O)c2cc(NC(=O)Nc3ccccc3Cl)ccc2OC[C@@H](C)NC[C@@H]1C
 : -8 | -28 | 3[16.7 µM] | 0 | 0 | 2 | 3
> O=C(Cc1ccccc1F)Nc1ccc2c(c1)CCC2
 : -5 | 5 | nt | 1 | 72* | -7 | nt
> CCCn1c(=S)[nH]c2sc3c(c2c1=O)CCCC3
 : -1 | -22 | -1 | 4 | 0 | nt | -5
> CCc1ccc(CN2CCC(n3nccc3NC(=O)c3ccc4c(c3)OCO4)CC2)cc1
 : 0 | nt | -8 | 0 | nt | -1 | 2
> Cc1ccc(CSc2nnc3nc(C)cc(C)n23)cc1
 : nt | 139* | -3 | 2 | 1 | -3 | nt
> COc1ccc(-c2nnnn2C(C)C)cc1
 : 3 | 4 | 8 | -2 | -1 | -1 | -3
> COc1ccc(S(=O)(=O)N2CCN(C/C=C/c3ccccc3)CC2)cc1F
 : 5 | 2 | 1 | -1 | -9 | nt | 2
> COC(=O)c1ccc(NC(=O)Nc2ccc3c(c2)OCO3)cc1
 : -3 | 11 | 8 | -14 | 31 | -3 | 4
> CCOc1ccccc1OCCn1nc2ccccc2n1
 : 4 | 6 | 4 | -6 | 13 | -1 | -2
> CNC[C@@H]1Oc2ccc(NC(=O)Nc3ccc4c(c3)OCO4)cc2C(=O)N([C@@H](C)CO)C[C@@H]1C
 : -2 | -8 | 2[16.7 µM] | 9 | 3 | 5 | 1
> CC(C)(C)OC(=O)N[C@@H](Cc1ccccc1)C(=O)N1CCC(C(=O)O)CC1
 : nt | -1 | -1 | 4 | 2 | nt | nt
> CCCCN1C(N)=NC[C@H]1Cc1ccc(O)cc1
 : 2 | -2 | -6 | 1 | 11 | -5 | nt
> CSc1nc2ccc(NC(=O)c3cc4ccccc4o3)cc2s1
 : -1 | nt | nt | nt | nt | -7 | 6
> NC(=NC(=O)c1ccccc1)C1=C(O)CCC1=O
 : nt | 4 | 6 | 0 | 19 | -6 | nt
> CCC/C(=N\NC(=O)c1csc(C)c1C)c1cccs1
 : nt | 0 | -2 | -6 | 23 | 2 | nt

Filtered by structure, the entries above containing two or more sulfur atoms
Values in the order: ERp5 block | C2C12 statin | miR-122 sensor | Cneo AK release | esBAF inh | ARNT TACC3 PPI | SIRT5 block
> COc1ccc(S(=O)(=O)Nc2ccc3c(c2)C(=O)N([C@H](C)CO)C[C@H](C)[C@@H](CN(C)S(=O)(=O)c2ccccc2)O3)cc1
 : -10&-9 | -12 | -2 | -3 | 6 | 1 | 2
> NC(=O)c1ccsc1NC(=O)c1ccc(S(=O)(=O)N2CCCc3ccccc32)cc1
 : -2 | 19 | -9 | -1 | 10 | 4 | -1
> Cc1sc(NC(=O)CSc2nnc(-c3ccc(F)cc3)o2)c(C#N)c1C
 : nt | 0 | 9 | 2 | 5 | 8 | nt
> COc1ccc(S(=O)(=O)Nc2ccc3c(c2)C(=O)N([C@@H](C)CO)C[C@H](C)[C@H](CN(C)S(=O)(=O)c2c(C)noc2C)O3)cc1
 : 1 | 38 | -7[16.7 µM] | -5 | 3 | -4 | -5
> CC1(C(=O)NS(=O)(=O)c2cccs2)CCN1C(=O)Cc1ccc(-c2ccccc2)cc1 (stereo not drawn)
 : 7 | 4 | -2 | 2 | 0 | nt | 0
> COc1ccc(Cl)cc1NC(=O)COC(=O)CCNS(=O)(=O)c1cccs1
 : -2 | -1 | -3 | 3 | 0 | 3 | 0
> CCN=C1SC(CC(=O)Nc2sc3c(c2C#N)CCCC3)C(=O)N1CC (stereo not drawn)
 : nt | 4 | 2 | -2 | -1 | 8 | nt
> CCCn1c(=S)[nH]c2sc3c(c2c1=O)CCCC3
 : -1 | -22 | -1 | 4 | 0 | nt | -5
> CSc1nc2ccc(NC(=O)c3cc4ccccc4o3)cc2s1
 : -1 | nt | nt | nt | nt | -7 | 6
> CCC/C(=N\NC(=O)c1csc(C)c1C)c1cccs1
 : nt | 0 | -2 | -6 | 23 | 2 | nt

Assay outcomes deposited in PubChem by Broad Institute.
